12-LOX inh: inhibitors of human 12S-lipoxygenase ALOX12; 580,000 tested, 1.1% active; P18054; purified 12hLO, xylenol orange hydroperoxide absorbance; Potency, µM (highest dose often 108 µM), for the others: at the highest dose activity change, negative = inhibition, actives largely listed as inhibitors; further: on the % scale 0 is the no-effect control and ±100 the full control effect
Target sequence (P18054 whole entry, looked up): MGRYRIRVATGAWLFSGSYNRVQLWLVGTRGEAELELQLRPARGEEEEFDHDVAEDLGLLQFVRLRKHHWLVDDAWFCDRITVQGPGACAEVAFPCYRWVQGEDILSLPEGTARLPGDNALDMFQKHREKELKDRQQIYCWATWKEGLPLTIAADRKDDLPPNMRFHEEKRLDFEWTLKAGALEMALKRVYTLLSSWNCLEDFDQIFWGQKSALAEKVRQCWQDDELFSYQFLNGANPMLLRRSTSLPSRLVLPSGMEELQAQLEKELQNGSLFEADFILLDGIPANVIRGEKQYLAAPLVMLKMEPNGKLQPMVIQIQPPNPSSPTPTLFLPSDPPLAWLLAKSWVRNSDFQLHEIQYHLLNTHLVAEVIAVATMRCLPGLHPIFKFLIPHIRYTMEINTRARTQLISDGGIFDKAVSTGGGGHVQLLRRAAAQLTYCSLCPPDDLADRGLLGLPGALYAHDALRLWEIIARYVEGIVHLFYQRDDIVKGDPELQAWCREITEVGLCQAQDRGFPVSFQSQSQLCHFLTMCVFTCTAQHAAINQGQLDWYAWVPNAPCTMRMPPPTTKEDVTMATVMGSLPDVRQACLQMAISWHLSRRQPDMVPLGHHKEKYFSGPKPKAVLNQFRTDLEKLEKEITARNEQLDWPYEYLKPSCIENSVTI
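Purified human 12hLO at 150 nM in 25 mM Hepes, 0.01% Triton X-100, pH 7.0, preincubated 15 min at room temperature with compound. Reaction started with 40 uM arachidonic acid, 30 min at room temperature. Hydroperoxide measured by Fe-xylenol orange, 573/405 nm absorbance ratio.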
JMJD2A Tudor inh: JMJD2A Tudor domain (human) inhibition; O75164; AlphaScreen JMJD2A-Tudor / H3K4me3 peptide binding; Potency, µM (highest dose often 114 µM), inactives show top-dose activity change, negative = inhibition, most hits filed as inhibitors; 390,000 tested, 4.4% active; AID 504339; further: on the % scale 0 is the no-effect control and ±100 the full control effect; nearly all actives have a fitted effect of over 50% in size
PGK inhibitor: inhibitors of T. brucei phosphoglycerate kinase; PGK/GAPDH coupled, Kinase-Glo luminescence, 60 min; Potency, µM (top dose mostly 57.5 µM), for the others: at the top dose activity change, negative = inhibition, hits mostly inhibitors; 380,000 tested, 0.043% active; AID 602233; further: on the % scale 0 is the no-effect control and ±100 the full control effect; nearly all actives have a fitted effect of over 60% in size
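Luminescent ATP detection (Kinase-Glo Plus) follows a 60-minute room-temperature incubation, with wells lacking PGK as controls. Buffer: 100 mM TEA (pH 7.6), 5 mM MgCl2, 0.01% Tween-20. Coupling enzyme GAPDH (100 nM final) supplies unstable 1,3-BPG in-well.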
ERG-DNA inh: ERG Ets/DNA interaction inhibition; Potency, µM (doses to about 76.9 µM), without a hit: at the highest dose FP activity, negative = inhibition, actives largely listed as inhibitors; fluorescence polarization, His-ERG Ets domain / labelled DNA; 370,000 tested, 0.028% active; AID 624246; active means well fitted inhibition curve with a large enough effect in the polarisation, with a control signal flat; inconclusive means small, poorly fitted or top-dose-only effect, or effect the other way, or a change in a side signal; inactive means no such curve, though single readings can be large or run the other way; the % refers to the polarisation;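 further: polarization taken with two DNA probes labelled with fluorescein and Texas red; % of control where 0% means no effect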
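His-tagged ERG Ets domain (1 uM in the protein solution; 300mM KCl, 50mM Tris-HCl, 1mM EDTA, 1mM DTT, pH 7.5) received compound, then a probe mix of 5 nM fluorescein-DNA and 100nM Texas-615-DNA. Fluorescence polarization was read for both dyes.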
Pin1 inh: human Pin1 inhibition; Potency, µM (titrated, usually from 115 µM), inactives show top-dose activity, negative = inhibition, most hits filed as inhibitors; 390,000 tested, 0.009% active; Q13526; Pin1 FP peptide displacement, HiFluor488, 10 min; active means well fitted inhibition curve with a large enough effect in the polarisation, with a control signal flat, not every such curve was filed as active; inconclusive means small, poorly fitted or top-dose-only effect, or effect the other way, or a change in a side signal; inactive means no such curve, though single readings can be large or run the other way; the % refers to the polarisation; further: on the % scale 0 is the no-effect control and ±100 the full control effect
Target sequence (Q13526 whole entry, looked up): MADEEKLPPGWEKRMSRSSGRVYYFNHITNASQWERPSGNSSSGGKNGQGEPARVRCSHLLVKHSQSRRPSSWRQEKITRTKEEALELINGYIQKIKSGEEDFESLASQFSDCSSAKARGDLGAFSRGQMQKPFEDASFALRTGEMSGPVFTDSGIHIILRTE
GLS inhibitor: blocks human kidney-isoform glutaminase activity; 410,000 tested, 0.21% active; AID 624170; O94925; Potency, µM (highest dose often 45.5 µM), for the others: at the top dose activity change, negative = inhibition, most hits filed as inhibitors; GLS enzymatic activity, qHTS titration; further: on the % scale 0 is the no-effect control and ±100 the full control effect
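Assay buffer: 45 mM KH2PO4 pH 8.2, 0.02% Tween-20. hKGA acts on L-glutamine (1 mM solution added); product glutamate is reported by an oxidase/peroxidase Amplex Red coupling, with fluorescence taken at baseline and 30 min.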
HP1b binding inh: inhibitors of HP1-beta chromodomain binding to methylated histone tails. P83916. AlphaScreen HP1-beta / biotin-H3K9me3 peptide binding. Potency, µM (doses to about 114 µM), for inactives: at the top dose activity change, negative = inhibition, actives largely listed as inhibitors. 390,000 tested, 0.56% active. AID 540317; further: nearly all actives have a fitted effect of over 70% in size; inactives centre near 23
Target sequence (P83916 whole entry, looked up): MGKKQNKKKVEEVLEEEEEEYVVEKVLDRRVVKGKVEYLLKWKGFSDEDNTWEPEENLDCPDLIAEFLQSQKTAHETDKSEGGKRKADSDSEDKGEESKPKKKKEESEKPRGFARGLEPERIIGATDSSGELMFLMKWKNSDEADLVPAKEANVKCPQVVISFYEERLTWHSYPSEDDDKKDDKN
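AlphaScreen: HP1-beta (50 nM) preformed 30 min with biotin-H3(1-18)K9me3 peptide (50 nM) in PBS pH 7.4, 0.01% Tween-20. Compound added for 30 min at RT, then streptavidin donor/nickel chelate acceptor beads (10 ug/mL) for 30 min.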
RGS4 inhibitor: blocks human RGS4-accelerated GTP hydrolysis | P49798 | Transcreener GDP fluorescence polarization, RGS4-accelerated GTP hydrolysis | Potency, µM (top dose mostly 114 µM), without a hit: at the top dose activity change, negative = inhibition, most hits filed as inhibitors | 390,000 tested, 0.039% active | AID 504845; further: on the % scale 0 is the no-effect control and ±100 the full control effect; nearly all actives have a fitted effect of over 75% in size; some results filed as inactive show a strong effect at the top dose
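MLSMR compounds (23 nl, pin-transferred) preincubated 10 min at room temperature with a 500nM (2x) first reagent, then RGS4 at 900nM (2x) plus Transcreener GDP mix added; fluorescence polarization (620/688 nm) read before and after 90 min at 30 °C.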
TrxR1 inh: inhibitors of rat thioredoxin reductase 1 | O89049 | recombinant rTrxR1, NADPH fluorescence consumption, selenite substrate | Potency, µM (series often up to 114 µM), for the others: at the top dose activity change, negative = inhibition, usual class: inhibitors | 390,000 tested, 1% active | AID 588453; further: on the % scale 0 is the no-effect control and ±100 the full control effect; nearly all actives have a fitted effect of over 65% in size
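Rat TrxR1 (90 nM in the dispensed reagent) was pre-reduced with 400 uM NADPH for 5 min at room temperature, then incubated with compound for 15 min. After 400 uM selenite was added, NADPH fluorescence (Ex 340/Em 450 nm) was followed for 8 min.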
The depositor's hits bear a star; i = inactive; u = inconclusive; x = no result given; & = joins results of further samples; [ ] = remark or other dose. Unless noted, the call rests on the fitted dose curve; in most records, active means well fitted curve in the direction sought with a large enough effect; inconclusive means small, poorly fitted or top-dose-only effect, or another doubt; inactive means no such curve, though single readings can be large; an effect the other way counts as inactive or inconclusive. Potency means the concentration at half of the fitted maximal effect. These rows are one share of the data; rates above refer to the full screens.

The first 4 entries as a preview:
The line under a structure holds: 12-LOX inh	JMJD2A Tudor inh	PGK inhibitor	ERG-DNA inh	Pin1 inh	GLS inhibitor	HP1b binding inh	RGS4 inhibitor	TrxR1 inh
C=CCc1ccc(OCCCCNC(C)CC)c(OC)c1 (stereo not given)
→ 0%	14µM*	1%	-10%	1%	2%	-19%	1%	-3%
COCCCn1c(SCc2ccccc2)nc2cc(OC)c(OC)cc2c1=N
→ -7%	-19%	3%	0%	0%	1%	25%	19%	7%[57.1 µM]
CCc1ccc(-n2cc(-c3ccc(F)cc3)[n+]3c2SCCC3)cc1
→ 0%	-17%	-10%	6%	-6%	9%	-10%	u	10%[57.1 µM]
COc1ccc(N2CCN(C(c3ccccc3)c3nnnn3Cc3ccc(F)cc3)CC2)cc1 (stereo not given)
→ 0%	u	-4%	-11%	1%	23%	-22%	-13%	3%[57.1 µM]

This part in full (from the top)
The line under a structure holds: 12-LOX inh	JMJD2A Tudor inh	PGK inhibitor	ERG-DNA inh	Pin1 inh	GLS inhibitor	HP1b binding inh	RGS4 inhibitor	TrxR1 inh
C=CCc1ccc(OCCCCNC(C)CC)c(OC)c1 (stereo not given)
→ 0%	14µM*	1%	-10%	1%	2%	-19%	1%	-3%
COCCCn1c(SCc2ccccc2)nc2cc(OC)c(OC)cc2c1=N
→ -7%	-19%	3%	0%	0%	1%	25%	19%	7%[57.1 µM]
CCc1ccc(-n2cc(-c3ccc(F)cc3)[n+]3c2SCCC3)cc1
→ 0%	-17%	-10%	6%	-6%	9%	-10%	u	10%[57.1 µM]
COc1ccc(N2CCN(C(c3ccccc3)c3nnnn3Cc3ccc(F)cc3)CC2)cc1 (stereo not given)
→ 0%	u	-4%	-11%	1%	23%	-22%	-13%	3%[57.1 µM]
CCOc1ccccc1NC(=O)c1ccc2ccccc2c1
→ 8%	75%[activator]	-3%	-8%	-1%	-1%	110%[activator]	-16%	10%
CC(C)C(NC(=O)OCc1ccccc1)C(=O)OCC(=O)N1C(C)CCCC1C (stereo not given)
→ x	-1%	i	11%	-1%	-3%	32%	-15%	4%
CC(C)OCCCNC(=S)NNC(=O)c1ccc(Cl)c(Cl)c1
→ 1%	-19%	-7%	5%	-1%	6%	35%	-34%	-17%
O=C(CSc1nnc(CNC(=O)c2ccccc2)o1)NCc1ccccc1
→ 0%	-6%	i	13%	1%	1%	33%	-22%	3%
CCN1C(=O)c2ccccc2S(=O)c2ccc(C(=O)NCCN(CC(C)C)CC(C)C)cc21 (stereo not given)
→ -4%	-8%	i	-10%	-1%	-2%	18%	-11%	u
O=C(O)CCS(=O)(=O)Cc1ccccc1Cl
→ -1%	-14%	5%	x	-3%	-2%	33%	-6%	15%
O=C(COC(=O)C1CC1)Nc1nc(-c2ccc(F)c(F)c2)cs1
→ 0%	-7%	2%	x	-9%	2%	26%	12%	-9%
COc1ccc(/C=C/c2onc(C)c2S(=O)(=O)N2CCC(C(=O)N3CCCCCC3)CC2)cc1
→ -7%	-19%	i	6%	9%	4%	15%	4%	30%[activator]
CN(CC(=O)Nc1ccc(F)cc1)C(=O)COC(=O)CN1C(=O)NC2(CCCC2)C1=O
→ 491%[activator]	-6%	-5%	-5%	-4%	-1%	10%	9%	-2%
CSc1cccc(NC(=O)C2CCCN(S(=O)(=O)c3cnc[nH]3)C2)c1 (stereo not given)
→ 8%	-17%	3%	16%	-15%	2%	36%	13%	16%
COc1ccc(-n2c(SCc3nc(-c4ccc(C)cc4)no3)nnc2-c2ccncc2)cc1
→ -11%	-33%	-6%	-12%	0%	0%	13%	0%	17%
Cc1ccc2c(CC(=O)OC3CCOC3=O)coc2c1 (stereo not given)
→ u	-15%	-9%	-2%	-1%	6%	15%	30%	-21%
CCOc1ccc(-c2[nH]ncc2-c2ccccc2)c(O)c1
→ u	16%	-7%	-11%	0%	10%	47%[activator]	12%	38%[activator]
C=CCN1C(=O)c2ccccc2NC1c1ccc(Br)s1 (stereo not given)
→ 0%	9%	6%	7%	8%	0%	43%[activator]	-10%	-25%
CCOc1ccccc1N(C)C(=O)c1nn(-c2ccc(OC)cc2OC)c(=O)c2ccccc12
→ -14%	-15%	-8%	-30%	0%	-1%	32%	-6%	19%
COc1ccc(NC(=O)CSc2c3c(nc4ccccc24)CCC3)c(OC)c1
→ -1%&-12%	-36%&-17%	-1%	-6%&-5%	4%&-1%	3%&-4%	22%&36%	11%&-3%	-11%

Pulled by structure from above, two records:
The line under a structure holds: 12-LOX inh	JMJD2A Tudor inh	PGK inhibitor	ERG-DNA inh	Pin1 inh	GLS inhibitor	HP1b binding inh	RGS4 inhibitor	TrxR1 inh
O=C(O)CCS(=O)(=O)Cc1ccccc1Cl
→ -1%	-14%	5%	x	-3%	-2%	33%	-6%	15%
CSc1cccc(NC(=O)C2CCCN(S(=O)(=O)c3cnc[nH]3)C2)c1 (stereo not given)
→ 8%	-17%	3%	16%	-15%	2%	36%	13%	16%

Going on with the list.
The line under a structure holds: 12-LOX inh	JMJD2A Tudor inh	PGK inhibitor	ERG-DNA inh	Pin1 inh	GLS inhibitor	HP1b binding inh	RGS4 inhibitor	TrxR1 inh
C=CCn1cc(-c2cccc(C(F)(F)F)c2)cc(C#N)c1=O
→ u	8%	2%	-5%	-4%	15%	43%[activator]	20%	-1%
Cc1ccc(NC2=CC(=O)CC(C)(C)C2)cc1F
→ 5%	9%	-4%	-3%	0%	2%	30%	4%	12%
COc1ccccc1N1CCN(S(=O)(=O)c2ccc3nc(-c4ccccc4)[nH]c3c2)CC1
→ 2%	-22%	-1%	1%	7%	-19%	12%	7%	17%[57.1 µM]
CC(=O)Nc1cccc(NC(=O)CSc2ncc(C(=O)Nc3ccccc3)c(=O)n2C)c1
→ -19%	10%	-10%	-19%	21%	-6%	48%[activator]	-18%	4%[57.1 µM]
Cc1cn2c(=O)cc(COC(=O)c3ccc(NC(=O)COc4ccc(C)c(C)c4)cc3)nc2s1
→ -21%	12%	-2%	-2%	-1%	8%	22%	3%	9%[57.1 µM]
COc1ccc2c(c1)CCc1c(C(=O)Nc3cc(OC)c(Cl)cc3OC)noc1-2
→ -8%	-12%	-2%	5%	4%	5%	-1%	6%	3%
Cc1noc(-c2ccc(-c3noc(-c4ccc(Cl)cc4)n3)cc2)n1
→ -9%	-10%	-2%	1%	-3%	-3%	7%[57 µM]	9%	20%[57.1 µM]
Cc1cccc(S(=O)(=O)NCCC(=O)OC(C)C(=O)NC(=O)NC2CCCCC2)c1 (stereo not given)
→ -24%	-20%	-5%	0%	-4%	5%	17%	-37%	3%[57.1 µM]
Cc1cc(NC(=O)CSc2ncc(C(=O)Nc3ccc(C)c(C)c3)c(=O)n2C)no1
→ -20%	2%	-2%	0%	-6%	4%	25%	-9%	11%[57.1 µM]
COC(=O)c1ccc(Cn2c(=O)cc(C)c3c(C)nn(C)c32)cc1
→ -25%	17%	5%	5%	-1%	7%	71%[activator]	12%	10%[57.1 µM]
Cc1cc(C)cc(N2CCN(C(=O)N3CCOCC3)CC2)c1
→ u	-19%	-4%	-3%	3%	25%	38%	-4%	-18%
CCOc1ccc(C2c3cc(OCC)c(OCC)cc3CC(=O)N2c2ccc(C(=O)O)cc2)cc1OCC (stereo not given)
→ -18%	-11%	3%	-1%	48%[activator]	10%	5%	6%	19%
COc1cc(OC)c(S(=O)(=O)Nc2ccc(C)cn2)cc1NC(C)=O
→ 1%	-4%	-6%	x	-2%	7%	24%	10%	-18%
Cn1c(SCC(=O)Nc2ccc(Br)cc2F)nnc1-c1ccco1
→ -2%	-15%	-4%	1%	-8%	4%	32%	27%	u
COc1cccc(C(=O)NCC(=O)N/N=C/c2ccc3c(c2)OCO3)c1
→ 15%	-10%	i	-12%	-3%	0%	39%	-18%	22%
O=C(COc1ccc2c(c1)CCC2)Nc1ccccn1
→ -8%	10%	u	6%	-7%	-2%	10%	-5%	5%
COc1ccc(N2CCN(Cc3nc4c(c(=O)n(C)c(=O)n4C)n3CC(C)=O)CC2)cc1
→ -11%	-19%	-1%	2%	6%	51%[activator]	20%	-8%	3%
COC(=O)c1ccc(COc2ccccc2/C=C(\C#N)C(=O)Nc2c(C)cccc2C)cc1
→ 2%	1%	3%	10%	15%	-7%	27%	-17%	7%[57.1 µM]
C/C(=N\NC(=O)c1ccco1)c1ccc(NC(=O)c2cccs2)cc1
→ 0%	-16%	2%	-3%	2%	9%	4%	-22%	-15%
COc1cccc(NC(=O)CN(C)C(=O)C(CCSC)NC(=O)c2ccco2)c1 (stereo not given)
→ u	-20%	-5%	-1%	-10%	8%	18%	21%	-3%
COc1ccccc1C1CCN(Cc2cccc3ccccc23)CC1
→ 0%	-1%	-6%	-15%	-2%	-1%	42%[activator]	13%	8%[57.1 µM]
C1CCCC(NC2=NCCO2)CCC1
→ x	-16%	-5%	12%	0%	0%	20%	-2%	14%[57.1 µM]
CC(=O)N1CCN(C(=O)c2ccc(S(=O)(=O)Nc3ccccc3C)cc2)CC1
→ u	-10%	10%	2%	1%	17%	14%	4%	-2%[57.1 µM]

Screening results as filed in PubChem BioAssay.
